GluA2 TARP mod – modulates AMPAR-stargazin complexes | hit rate 3.5% among 40,000 | HEK293 GluA2+stargazin, membrane potential dye (FDSS), glutamate EC50; hits were called plate by plate, in both directions | AID 1259245 | O88602+P19491 | calls only at 30 µM;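 active = any of four per-well response measures lying three or more SD from its plate-wide compound average, in either direction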
Target sequence (O88602 whole entry, looked up): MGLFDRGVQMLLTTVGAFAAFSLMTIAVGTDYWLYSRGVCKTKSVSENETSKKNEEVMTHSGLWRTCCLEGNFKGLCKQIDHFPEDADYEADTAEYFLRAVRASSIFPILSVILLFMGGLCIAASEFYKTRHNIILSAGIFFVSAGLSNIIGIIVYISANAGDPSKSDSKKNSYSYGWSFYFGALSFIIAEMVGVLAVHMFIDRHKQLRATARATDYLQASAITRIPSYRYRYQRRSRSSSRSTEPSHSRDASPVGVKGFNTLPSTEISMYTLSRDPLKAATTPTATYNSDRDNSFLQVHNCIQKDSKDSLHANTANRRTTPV
Target sequence (P19491 whole entry, looked up): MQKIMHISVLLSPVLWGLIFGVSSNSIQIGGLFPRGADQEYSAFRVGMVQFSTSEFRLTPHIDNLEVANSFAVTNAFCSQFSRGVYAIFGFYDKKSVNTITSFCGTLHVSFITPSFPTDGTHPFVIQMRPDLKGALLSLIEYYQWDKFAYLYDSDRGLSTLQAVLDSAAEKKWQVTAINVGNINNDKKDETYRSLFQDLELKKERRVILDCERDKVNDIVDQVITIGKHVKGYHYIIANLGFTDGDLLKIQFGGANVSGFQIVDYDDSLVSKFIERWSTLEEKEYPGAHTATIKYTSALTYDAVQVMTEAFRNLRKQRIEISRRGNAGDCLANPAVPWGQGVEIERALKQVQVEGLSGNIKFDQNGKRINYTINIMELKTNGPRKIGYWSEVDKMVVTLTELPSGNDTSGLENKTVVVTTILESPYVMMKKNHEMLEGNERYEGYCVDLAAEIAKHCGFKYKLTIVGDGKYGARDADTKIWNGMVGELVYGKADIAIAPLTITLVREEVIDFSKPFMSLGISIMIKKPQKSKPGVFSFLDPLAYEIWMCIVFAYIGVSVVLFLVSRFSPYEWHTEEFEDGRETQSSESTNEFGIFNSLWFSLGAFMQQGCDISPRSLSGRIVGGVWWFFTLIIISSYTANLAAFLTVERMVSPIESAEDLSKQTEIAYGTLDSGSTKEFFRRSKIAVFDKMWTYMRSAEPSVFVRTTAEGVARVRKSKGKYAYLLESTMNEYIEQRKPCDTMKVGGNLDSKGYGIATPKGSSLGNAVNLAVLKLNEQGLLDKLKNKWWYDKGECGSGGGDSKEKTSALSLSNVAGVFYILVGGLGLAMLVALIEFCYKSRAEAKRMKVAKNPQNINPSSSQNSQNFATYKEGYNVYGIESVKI
GluA2 TARP mod agonism max-min – recorded beside GluA2 TARP mod, whose call it bears; compound max-min signal; compound-alone response (agonism);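 unitless range of fluorescence divided by baseline over first 100 seconds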
GluA2 TARP mod glutamate slope – also measured in GluA2 TARP mod; calls as there; glutamate slope, % of max; measured here: glutamate response slope, % max;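 scaled per plate between vehicle wells and maximal 1 mM glutamate control wells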
Numbers without * were called inactive; i = inactive; + = active, no number.

A first look, three compounds:
SMILES	GluA2 TARP mod	GluA2 TARP mod agonism max-min	GluA2 TARP mod glutamate slope
CCSc1nnc(NC(=O)Cn2c(-c3cnccn3)nc3ccccc32)s1	i	0.16	56
CS(=O)(=O)N1CCCc2ccc(NC(=O)C(=O)NCCc3ccc(Cl)cc3)cc21	i	0.046	54
CCOc1ccc(S(=O)(=O)NCCC(C)C)c2cccnc12	i	0.043	65

This part in full, previewed entries included:
SMILES	GluA2 TARP mod	GluA2 TARP mod agonism max-min	GluA2 TARP mod glutamate slope
CCSc1nnc(NC(=O)Cn2c(-c3cnccn3)nc3ccccc32)s1	i	0.16	56
CS(=O)(=O)N1CCCc2ccc(NC(=O)C(=O)NCCc3ccc(Cl)cc3)cc21	i	0.046	54
CCOc1ccc(S(=O)(=O)NCCC(C)C)c2cccnc12	i	0.043	65
O=C(Cc1csc(NC(=O)c2ccco2)n1)NCc1nc(-c2ccccc2)no1	i	0.063	70
O=C(NCCN1CCN(c2ccccc2)CC1)Nc1ccccc1C(F)(F)F	i	0.053	49
Cc1ccccc1CN1CCN(CC(=O)Nc2cccc(C(F)(F)F)c2)CC1	i	0.068	43
Cc1ccc(NC(=O)CCN2C(=O)c3ccccc3S2(=O)=O)cc1	i	0.051	61
COc1cc(NC(=O)C(C)S(=O)(=O)c2ccc3c(c2)S(=O)(=O)N=CN3)cc(OC)c1 (configuration not stated)	i	0.061	53
CCOc1ccc(-c2ccc(=O)n(CC(=O)N3CCOCC3)n2)cc1	i	0.042	42
COc1cc(COCC2CCN(C(=O)C3CC3)CC2)cc(OC)c1	i	0.054	55
COc1ccc(C)c2sc(N(Cc3ccccn3)C(=O)c3ccno3)nc12	i	0.074	58
O=C(CSc1nnc(CCn2ccc(=O)[nH]c2=O)o1)NCc1ccccc1Cl	i	0.045	62
COc1cccc2[nH]c(C(=O)O)cc12	i	0.12	57
CCCNC(=O)CSc1cc(N2CCOCC2)ncn1	i	0.082	59
CCCc1ccc(C(=O)NCc2ccsc2)cc1	i	0.11	42
COc1cccc(NC(=O)CCCOc2ccc(C(C)(C)C)cc2)c1	i	0.09	52
O=C(NCC1CCN(C(=O)c2ccccc2F)CC1)c1nc2ccccc2s1	i	0.041	67
COCCN1COc2ccc3c(=O)c(-c4ccc(OC)c(OC)c4)c(C)oc3c2C1	i	0.12	47
COc1ccccc1NC(=O)c1cccc(N2C(=O)C(C)CS2(=O)=O)c1 (configuration not stated)	i	0.14	71
Cc1cc(NC(=O)C2CCCN2S(=O)(=O)c2ccc(F)cc2)on1 (configuration not stated)	i	0.072	61
COCCNC(=O)Cn1cnc2c(nnn2C)c1=O	i	0.085	68
O=C(CN(Cc1ccc(Cl)cc1)S(=O)(=O)c1cccnc1)Nc1ccccc1	i	0.14	36
Cc1ccc(S(=O)(=O)Nc2ccc(C(=O)NCCC(C)C)cc2)cc1	i	0.08	50
Cc1ccc(S(=O)(=O)N2CCCc3ccc(NS(=O)(=O)c4ccc(F)cc4)cc32)cc1	+	0.064*	78*
O=C(CCn1nnc2ccccc2c1=O)Nc1cccc2ncccc12	i	0.13	43
O=C(CN1CCC(c2nc3ccccc3[nH]2)CC1)Nc1cccc(C(F)(F)F)c1	i	0.077	55
CCc1cccc(CC)c1NC(=O)Cn1nc(-c2ccco2)c2sc(N3CCCCC3)nc2c1=O	i	0.068	55
CCC(C)(C)C(=O)Nc1nc2ccc(S(C)(=O)=O)cc2s1	i	0.029	32
COCCN1COc2ccc3cc(-c4ccc(OC)c(OC)c4)c(=O)oc3c2C1	i	0.059	32
CCC1=C(C(=O)OC)C(c2ccc(OC)cc2OC)n2ncnc2N1 (configuration not stated)	i	0.16	85
Cc1ccc(-n2ncc3c(=O)n(CC(=O)N4CCc5ccccc54)cnc32)c(C)c1	+	0.085*	88*
Cc1cc(C)cc(C(=O)Nn2cnc3c(cnn3-c3cccc(Cl)c3)c2=O)c1	i	0.091	71
COC(=O)c1ccc(S(=O)(=O)N2CCC(c3cccs3)CC2)cc1	i	0.085	56
O=S(=O)(c1ccc2ccccc2c1)N1CCN(c2ccc(NCC3CCCO3)nn2)CC1 (configuration not stated)	i	0.11	56
Nc1nc(SCCCC(=O)NC2CCCCC2)nc2sc3c(c12)CCCC3	i	0.035	53
O=C(Cc1csc(Nc2ccc(Cl)cn2)n1)N1CCc2ccccc2C1	i	0.12	43
O=C(c1ccc(=O)n(Cc2ccc(F)cc2)n1)N1CCC(Cc2ccccc2)CC1	i	0.13	70
COC(=O)c1c(NCc2ccc(OC)c(OC)c2)c2cccc(Cl)c2[nH]c1=O	i	0.14	62
Fc1ccc2nc(NCCN3CCOCC3)sc2c1	i	0.12	68
CCCCOC(=O)Nc1cc(C)c(Cl)cc1OC	i	0.081	78
O=S(=O)(Nc1ccc2c(c1)N(S(=O)(=O)c1ccc(F)cc1)CCC2)c1ccccc1	i	0.081	67
CC(C)C(=O)Nc1ccc(SCC(=O)Nc2nc3ccccc3s2)nn1	i	0.11	57
CN1CCC(CNC(=O)C(=O)NC2CCCC2)CC1	i	0.071	58
COc1cccc(C(CNC(=O)c2cc(OC)c(OC)c(OC)c2)N2CCOCC2)c1 (configuration not stated)	i	0.052	54
Cc1ccc(C(=O)CSc2nccn(-c3ccc(Cl)cc3)c2=O)c(C)c1	i	0.097	43
CN(CCC#N)C(=O)c1ccc(S(=O)(=O)NCc2cccnc2)o1	i	0.1	60
COC(=O)C1CCN(C(=O)c2nn(-c3ccc(F)cc3)cc2OC)CC1	i	0.08	63
O=C(NCC1CCN(C(=O)c2ccccc2F)CC1)Nc1ccccc1Cl	i	0.027	43
CCC(=O)N1CCCc2cc(NC(=O)c3ccc(OC)c(OC)c3)ccc21	i	0.11	71
COC(=O)N1CCC(CNC(=O)CN2C(=O)CCC2=O)CC1	i	0.086	65
Cc1cccc(Cn2c(=O)c3c(N4CCN(C(=O)c5ccco5)CC4)ccnc3n(C)c2=O)c1	i	0.051	51
CN(C)S(=O)(=O)NCCn1nc(-c2ccccc2)n(C)c1=O	i	0.082	56
Cc1ccc(-n2ncc3c2ncn2nc(-c4ccccc4O)nc32)cc1C	i	0.14	58
CC(C)Cn1c(N)c(C(=O)NCc2cccs2)c2nc3ccccc3nc21	i	0.14	46
COc1cccc(-n2nnc3c(N4CCN(C(=O)Cc5cccs5)CC4)ncnc32)c1	i	0.059	50
COc1cccc(-n2nnc3c(N4CCN(C(=O)c5cccc([N+](=O)[O-])c5C)CC4)ncnc32)c1	i	0.067	56
CCCCOc1ccc(C(=O)N2CCN(c3ncnc4c3nnn4-c3ccc(Cl)cc3)CC2)cc1	i	0.086	45
Cc1csc(-c2cc3ccc(OC(=O)CCCCl)cc3oc2=O)n1	+	0.17*	47*
CN1C(=O)N(C)C2(CCN(C(=O)c3ccc(-c4ccccc4)cc3)CC2)C1=O	i	0.069	59
CCCN1C(=O)CCc2cc(NC(=O)c3ccc(OC)cc3)ccc21	i	0.059	39
Next structures
SMILES	GluA2 TARP mod	GluA2 TARP mod agonism max-min	GluA2 TARP mod glutamate slope
CCN(CC)CCNC(=O)C(=O)Nc1cc([N+](=O)[O-])ccc1C	i	0.18	74
CCOC(=O)c1ccccc1NC(=O)CSc1c(C)cnc2c1c(=O)n(C)c(=O)n2C	i	0.027	63
O=C(COc1ccccc1F)NC1CCCCC1N1C(=O)CSC1=O (configuration not stated)	i	0.084	68
O=C(CSc1nc(-c2ccccc2)c(NC(=O)C2CCCC2)s1)NC1CC1	i	0.099	50
O=C(CSc1ccc(Cl)cc1)Nc1ccc2ncsc2c1	i	0.095	37
Cc1cc(C)n(CCN2CCN(S(=O)(=O)c3cccc(Cl)c3C)CC2)n1	i	0.16	71
Cn1c(=O)n(CCCO)c(=O)c2c1nc1n(-c3ccccc3F)c(-c3ccccc3)cn21	i	0.086	59
COc1ccc(-c2noc(CSc3nc4ccsc4c(=O)n3-c3ccc(F)cc3)n2)cc1	i	0.06	71
CCN1CCN(CC(O)COc2ccccc2-c2ccccc2)CC1 (configuration not stated)	i	0.081	52
COc1ccccc1NC(=O)N1CCC(CNC(=O)c2cnc3ccccc3n2)CC1	i	0.054	19
COc1ccc(-c2ccc(SCc3ccncc3)nn2)cc1OC	i	0.093	53
CS(=O)(=O)c1ccc(NC(=O)c2ccc(Cl)c(S(=O)(=O)N3CCOCC3)c2)cc1	i	0.1	62
Cc1nc(-c2cccs2)c(CCC(=O)Nc2ccc3c(c2)OCO3)s1	i	0.12	62
CCc1cccc(CC)c1NC(=O)c1cccc(OC)c1	i	0.032	73
COc1ccc(CCC(=O)NCCN2CCOC(c3ccccc3)C2)cc1 (configuration not stated)	i	0.046	39
C=CCNC(=O)Cn1cc(OC)c(=O)cc1CSc1ccccc1	i	0.084	50
O=C(Nc1cccc(N2CCCCC2=O)c1)c1ccccc1C(F)(F)F	i	0.099	50
COCCNC(=O)Cn1nc2c(c1NC(=O)C(=O)c1c[nH]c3ccccc13)CSC2	i	0.083	67
O=C(CSc1ccc(F)cc1)NCC1CCN(C(=O)/C=C/c2ccco2)CC1	i	0.043	25
CN(C(=O)CSc1ncnc2c1nnn2C)c1ccccc1	i	0.041	33

An excerpt of these results, in CSV form:
Molecule,GluA2 TARP mod,GluA2 TARP mod agonism max-min,GluA2 TARP mod glutamate slope
CS(=O)(=O)N1CCCc2ccc(NC(=O)C(=O)NCCc3ccc(Cl)cc3)cc21,i,0.046,54
COc1ccc(-c2ccc(SCc3ccncc3)nn2)cc1OC,i,0.093,53
O=C(CSc1nnc(CCn2ccc(=O)[nH]c2=O)o1)NCc1ccccc1Cl,i,0.045,62

The list continues.
SMILES	GluA2 TARP mod	GluA2 TARP mod agonism max-min	GluA2 TARP mod glutamate slope
CS(=O)(=O)N1CCC(C(=O)N2CCN(C(=O)c3cnn4ccccc34)CC2)CC1	i	0.1	59
CSc1ccccc1CN1CCC(CNC(=O)c2cc3ccccc3oc2=O)CC1	i	0.055	35
CSc1ccc(CC(=O)Nc2nc(-c3cc([N+](=O)[O-])cs3)cs2)cc1	i	0.13	45
CCOc1cc(C)ccc1S(=O)(=O)N1CCOCC1	i	0.11	68
COc1ccc(C(=O)Nc2sc3c(c2C#N)CCC(C)C3)cc1OC (configuration not stated)	i	0.1	34
O=C(c1ccco1)N1CCC2(CC1)NC(=O)N(CCOc1ccccc1)C2=O	i	0.054	27
O=C(NCCc1csc(-c2ccc(F)cc2)n1)NCc1cccs1	i	0.075	52
Cc1nnsc1C(=O)NCC1CCN(S(C)(=O)=O)CC1	i	0.074	50
CC(=O)Cn1c(=O)c2c(nc3n2CC(C)CN3c2ccccc2)n(C)c1=O (configuration not stated)	i	0.088	79
O=C(Nc1nc2c(s1)CCCC2)C1CCCN(c2ccc(-n3cccn3)nn2)C1 (configuration not stated)	i	0.081	57
Cc1ccc(NC(=S)NC(=O)c2ccccc2C)nc1	i	0.11	62
COc1ccc(NC(=O)c2ccc(=O)n(CC(=O)Nc3cc(Cl)ccc3OC)n2)cc1	i	0.034	41
Cc1cc(C)nc(Nc2nc(N)c3ccccc3n2)n1	+	0.15*	25*
O=C(c1ccco1)N(CC1CCCO1)c1nc2c(C(F)(F)F)cccc2s1 (configuration not stated)	i	0.069	54
Nc1c(S(=O)(=O)c2cccs2)c2nc3ccccc3nc2n1Cc1ccco1	i	0.13	68
COc1ccc(NC(=O)c2ccc(=O)n(Cc3cccc(C(F)(F)F)c3)c2)cc1OC	i	0.084	47
O=C(Nc1nc2ccccc2s1)C(=O)N1CCN(c2cccc(Cl)c2)CC1	i	0.045	50
O=S(=O)(c1ccccc1F)N1CCC(c2nnc(C3CC3)o2)CC1	i	0.07	59
COc1cccc(/C=C2\SC(=S)N(c3ccc(NC(C)=O)cc3)C2=O)c1OC	i	0.12	58
CCOc1ccc(NC(=O)CCCCn2c(=O)[nH]c3ccccc3c2=O)cc1	i	0.091	62
COCCn1c(-n2nc(C)cc2C)nc2c1c(=O)n(Cc1ccccc1F)c(=O)n2C	i	0.033	57
CCC(C)NC(=O)CN1C(=O)N(c2ccc(C)cc2)S(=O)(=O)c2ccccc21 (configuration not stated)	i	0.042	38
OC(COCc1ccc2c(c1)OCO2)CN1CCC(Cc2ccccc2)CC1 (configuration not stated)	i	0.12	50
Cc1cc(-c2nnc(NC(=O)/C=C/c3cccs3)o2)nn1C	i	0.14	49
CCOc1ccc(-n2c(C)cn3c4c(=O)n(C(C)C(C)=O)c(=O)n(C)c4nc23)cc1 (configuration not stated)	i	0.12	69
CC(NC(=O)c1ccc(S(=O)(=O)N2CCCC2)o1)c1ccccc1 (configuration not stated)	i	0.069	62
CCc1ccc(NC(=O)Cn2c(=O)c(CNc3ccccc3)cc3cc4c(cc32)OCCO4)cc1	i	0.088	56
O=C1CC2(CCN(C(=O)c3ccccc3)CC2)Oc2ccccc21	i	0.037	51
CC1CC(=O)Nc2c1c(NC(=O)c1ccc(S(=O)(=O)N3CCOCC3)cc1)nn2C (configuration not stated)	i	0.1	47

Random excerpt: 6 compounds from above
SMILES	GluA2 TARP mod	GluA2 TARP mod agonism max-min	GluA2 TARP mod glutamate slope
O=C(Nc1nc2c(s1)CCCC2)C1CCCN(c2ccc(-n3cccn3)nn2)C1 (configuration not stated)	i	0.081	57
CS(=O)(=O)N1CCC(C(=O)N2CCN(C(=O)c3cnn4ccccc34)CC2)CC1	i	0.1	59
OC(COCc1ccc2c(c1)OCO2)CN1CCC(Cc2ccccc2)CC1 (configuration not stated)	i	0.12	50
COc1ccc(NC(=O)c2ccc(=O)n(CC(=O)Nc3cc(Cl)ccc3OC)n2)cc1	i	0.034	41
Cc1ccc(S(=O)(=O)Nc2ccc(C(=O)NCCC(C)C)cc2)cc1	i	0.08	50
COc1ccc(NC(=O)c2ccc(=O)n(Cc3cccc(C(F)(F)F)c3)c2)cc1OC	i	0.084	47

Three entries already listed, sorted by their value in GluA2 TARP mod glutamate slope, descending.
SMILES	GluA2 TARP mod	GluA2 TARP mod agonism max-min	GluA2 TARP mod glutamate slope
OC(COCc1ccc2c(c1)OCO2)CN1CCC(Cc2ccccc2)CC1 (configuration not stated)	i	0.12	50
CC1CC(=O)Nc2c1c(NC(=O)c1ccc(S(=O)(=O)N3CCOCC3)cc1)nn2C (configuration not stated)	i	0.1	47
CCC(C)NC(=O)CN1C(=O)N(c2ccc(C)cc2)S(=O)(=O)c2ccccc21 (configuration not stated)	i	0.042	38

Compound activity: PubChem, Vanderbilt High Throughput Screening Facility

A portion of the library, so the mix of outcomes need not match the whole.
